PLCb3 inh: PLC-beta3 (human) inhibition, primary screen. inhibition, % at 12.2 µM. Purified PLC-beta3, fluorogenic substrate, fluorescence. 0.18% of 370,000 active; in the data active = inhibition above about 11%;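 note: 0% = median of compound wells on plate and 100% = full blocker control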
Tn6 DDE FP: inhibitors of Tn6 peptide binding to human fibrin DD(E). 0.21% of 370,000 active. AID 720509. inhibition, % at 8.3 µM. Fibrin DD(E) TRITC-Tn6 fluorescence polarization displacement. P02675;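 active = inhibition above a per-campaign cutoff: mean of compounds within control limits plus 3 SD, cut at about 15% in these data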;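 note: 0% = median of all compound wells on the plate and 100% = blocking peptide control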
Tn7 DDE FP: DD(E)-Tn7 binding inhibition, primary FP screen; P02675; FP displacement of FITC-Tn7 peptide from fibrin DD(E); 0% = median of compound wells per plate; inhibition, % at 8.3 µM; 0.13% of 370,000 active;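 active = inhibition above the mean of compounds falling within the control limits plus 3 SD of them, cut at about 14% in these data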;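 note: 0% = plate median of compound wells and 100% = 10 µM Aha-Tn7 peptide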
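Test system: human clot-derived fibrin DD(E) complex / Quantity: 2 µM final DD(E) protein / Incubation: 10 min plus 3 h, room temperature / Measured by: fluorescence polarization / Benchmarks: high control of 10 µM Aha-Tn7 peptide / Replicates: singlicate testing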
ARFGAP1 inh: rat ARFGAP1 inhibition. Arfgap1-stimulated ARF1 GTP hydrolysis, GDP FP detection. inhibition, % at 16.5 µM. 0.26% of 360,000 active. AID 651572;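 active = inhibition above a per-plate limit, mean inhibition of low control wells plus 3 SD, cut at about 25% in these data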;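 note: 0% = DMSO wells with enzyme and 100% = wells lacking Arfgap1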
Target sequence (Q62848 1-136 limits assumed): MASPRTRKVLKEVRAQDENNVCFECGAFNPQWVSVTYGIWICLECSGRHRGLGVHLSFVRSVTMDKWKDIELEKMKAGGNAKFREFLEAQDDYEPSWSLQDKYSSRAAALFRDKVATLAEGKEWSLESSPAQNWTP
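Material: rat Arfgap1 GAP domain (His6, aa 1-136), purified enzyme. Also added: human ARF1(Δ1-17)-GTP substrate. Compound dosing: 16.5 µM single point, 1.26% DMSO. Timing: enzyme reaction 120 min at 25 °C after 20 min preincubation. Signal: GDP detection by fluorescence polarization. Read-out basis: percent inhibition of GAP-stimulated GDP formation, scaled between DMSO and no-Arfgap1 medians.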
ASAP1 GAP inh: inhibitors of human ASAP1 ArfGAP activity; Q9ULH1; ASAP1-stimulated ARF1 GTP hydrolysis, GDP FP detection; inhibition, % at 16.5 µM; 0.19% of 360,000 active; AID 624377; in the data active = inhibition above about 25%;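 note: 0% = vehicle with enzyme and substrate and 100% = no enzyme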
KLK7 zymogen act: proKLK7 (human) activation, primary screen | purified proKLK7, EDANS-DABCYL substrate fluorescence; 100% is mature enzyme control, 0% vehicle | 0.9% of 370,000 active | P49862 | activation, % at 7 µM;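 active = activation above the mean of all tested compounds plus 3 SD, computed per campaign excluding outliers beyond control limits, cut at about 13% in these data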
NR1D1 modulator: modulators of human Rev-erb alpha DNA binding | 0.79% of 370,000 active | AID 1259318 | Rev-erbα–FITC-DNA binding, fluorescence polarization, 90 min | activity, % at 10 µM;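 active = activity above about 14%, limit read from the data; passing the limit was not always enough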;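 note: 0% = DMSO wells with 35 nM protein and 100% = DMSO wells with 750 nM protein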
sPLA2-III inh: Inhibits HGIII-sPLA2 liposome hydrolysis, primary screen | 0.56% of 370,000 active | QFRET BODIPY PC-A2 liposome hydrolysis, fluorescence | inhibition, % at 12.2 µM | Q9NZ20 | AID 743126;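 active = inhibition above mean plus 3 SD of compounds lying within the high and low control bounds, cut at about 19% in these data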;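 note: 0% = median of test compound wells and 100% = no enzyme DMSO wells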
UHRF1 MBD2 ctr: human UHRF1 methylated DNA binding inhibitors; Q96T88; UHRF1 binding to methylated oligo, TR-FRET; inhibition, % at 4.4 µM; 0.75% of 370,000 active; in the data active = inhibition above about 21%;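 note: UHRF1 SRA domain binding a hemimethylated CpG hairpin DNA probe; 0% = median of test compound wells and 100% = reference inhibitor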
Target sequence (Q96T88 whole entry, looked up, the tested form may be a part): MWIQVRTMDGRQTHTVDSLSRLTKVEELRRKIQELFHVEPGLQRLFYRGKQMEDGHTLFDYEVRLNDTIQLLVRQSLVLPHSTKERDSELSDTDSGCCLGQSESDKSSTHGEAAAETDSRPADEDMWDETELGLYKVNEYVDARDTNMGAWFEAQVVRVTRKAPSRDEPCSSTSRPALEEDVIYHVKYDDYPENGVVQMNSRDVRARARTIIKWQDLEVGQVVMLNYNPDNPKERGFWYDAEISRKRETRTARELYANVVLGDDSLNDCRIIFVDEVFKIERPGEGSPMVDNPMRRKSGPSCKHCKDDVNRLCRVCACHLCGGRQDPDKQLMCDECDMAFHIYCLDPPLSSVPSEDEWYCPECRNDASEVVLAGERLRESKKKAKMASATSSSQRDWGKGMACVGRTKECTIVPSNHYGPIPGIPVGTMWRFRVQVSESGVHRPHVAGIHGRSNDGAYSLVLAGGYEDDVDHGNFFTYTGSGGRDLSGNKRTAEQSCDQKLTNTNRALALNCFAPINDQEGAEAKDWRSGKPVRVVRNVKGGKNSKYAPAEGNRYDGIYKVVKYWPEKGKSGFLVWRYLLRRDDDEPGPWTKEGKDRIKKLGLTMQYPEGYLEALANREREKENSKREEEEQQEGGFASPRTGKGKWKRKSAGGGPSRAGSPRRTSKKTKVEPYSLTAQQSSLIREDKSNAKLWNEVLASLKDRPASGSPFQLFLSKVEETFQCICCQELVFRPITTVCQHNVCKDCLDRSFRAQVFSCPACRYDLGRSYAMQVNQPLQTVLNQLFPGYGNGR
PLC-gamma1 inh: inhibitors of human phospholipase C gamma1; purified PLC-gamma1, fluorogenic substrate, fluorescence; P19174; 0.84% of 370,000 active; inhibition, % at 12.2 µM; AID 720700; in the data active = inhibition above about 9.5%
The depositor's hits bear a star; . = not tested or not shown.

cpd	smiles	PLCb3 inh	Tn6 DDE FP	Tn7 DDE FP	ARFGAP1 inh	ASAP1 GAP inh	KLK7 zymogen act	NR1D1 modulator	sPLA2-III inh	UHRF1 MBD2 ctr	PLC-gamma1 inh
1	CSc1ccccc1C(=O)Nc1ccc(C)c(C)c1	-1.0	-2.2	0.8	10.9	1.3	0.0	1.1	6.3	5.3	2.5
2	O=C(Nc1ccc(O)c(-c2nc3ccccc3s2)c1)C1=COCCO1	-153.7	3.7	8.4	-10.5	19.5	-27.8	494.0*	-10.0	-4.9	-163.7
3	Cn1c(=O)c2c(nc(Oc3ccccc3Br)n2C)n(C)c1=O	-3.5	5.2	0.9	4.4	9.0	0.4	-1.6	2.6	-2.1	1.7
4	c1ccc(OCCN2CCN(Cc3nc(-c4ccc5c(c4)OCO5)no3)CC2)cc1	-1.0	-5.1	3.5	10.4	6.8	0.4	5.8	-7.4	5.5	-0.5
5	COc1ccccc1-n1cc(C(=O)NCC(=O)N2CCN(Cc3ccccc3)CC2)c2ccccc2c1=O	-9.9	2.6	2.9	10.7	-9.9	0.5	-8.4	-6.9	-1.1	-2.6
6	CCn1cc(C(=O)NCc2ccncc2)c(=O)c2cc(F)c(N3CCN(C(=O)c4ccco4)CC3)cc21	-242.7	-0.7	-2.9	-3.5	-0.9	-5.2	6.6	8.0	-0.8	-250.8
7	COC1CCCN(Cc2cn(C)nc2-c2ccc(Oc3ccccc3)cc2)C1 (stereo unspecified)	-6.9	0.1	2.3	-6.1	-5.1	0.1	-3.5	-5.0	1.6	1.2
8	Cc1c(CN2CCCC(C(=O)c3cccc(OC(C)C)c3)C2)c(=O)n(-c2ccccc2)n1C (stereo unspecified)	-4.6	-5.4	-2.4	1.7	9.8	0.7	-0.1	-2.6	3.0	-3.7
9	NC(=O)c1cccn(Cc2ccc(C(F)(F)F)cc2)c1=O	-9.1	-1.3	3.1	-10.0	-18.7	0.1	0.7	-2.9	-0.5	-7.7
10	C=CCN1C(=O)CS/C1=N\S(=O)(=O)c1ccc(Cl)cc1	-10.0	-0.1	-1.1	-4.2	-4.2	0.2	-3.0	-32.3	2.0	-8.7
11	CS(=O)(=O)N(CC(=O)NC1CCCCC1)Cc1ccc(F)cc1	-0.3	-5.3	0.1	7.8	-3.2	-0.9	-4.1	1.2	1.6	-0.3
12	O=C(NCc1ccccc1)c1ccc2c(=O)n3c(nc2c1)CCCCC3	-1.7	1.6	2.7	-6.0	-1.1	-0.4	-4.1	0.4	1.6	-0.5
13	CCCCCCN1C[C@H](n2cc(-c3ccc(F)cc3)nn2)[C@@H](O)C[C@@H]1c1ccccc1	-0.8	5.1	2.7	7.2	0.3	-0.5	1.1	-0.4	1.6	1.1
14	COC(=O)c1ccc2[nH]c(CO)c(-c3ccccc3)c2c1	-80.8	5.7	-0.1	4.5	3.5	-0.2	1.8	-16.3	8.0	-60.4
15	COc1ccc(C(=O)C2CCCN(Cc3ccc4nonc4c3)C2)c(C)c1 (stereo unspecified)	-5.9	5.1	7.9	-4.2	-1.3	-0.4	1.1	8.5	1.4	-1.1
16	CCOC(=O)Cn1c(=O)oc2cc(S(=O)(=O)N3CCCc4ccccc43)ccc21	0.2	-1.5	-6.5	7.6	-2.2	0.8	1.9	-9.7	0.5	2.3
17	NCC1C2CCC(O2)C1CO (stereo unspecified)	0.9	2.2	-4.7	0.2	-12.4	-1.4	-4.0	-2.0	-1.8	-2.0
18	CCN(CC)S(=O)(=O)c1ccc(N2CC(C(=O)NCCC3=CCCCC3)CC2=O)cc1 (stereo unspecified)	-4.7	-9.9	0.1	-5.9	0.7	0.3	-6.9	-3.0	-4.0	-2.0
19	CCc1ccc(N2CC(C(=O)NC3CCCCC3C)CC2=O)cc1 (stereo unspecified)	-0.9	4.1	0.3	1.6	3.3	0.6	2.0	2.4	-1.4	3.4
20	CNc1nc(N2CCc3ccccc32)ncc1F	-3.2	-0.3	4.8	2.8	19.1	0.4	-3.0	-3.7	-1.2	-3.4
21	Cc1ccc2nsnc2c1NC(=O)c1cncc(Br)c1	-31.6	7.9	1.5	0.0	16.2	0.4	5.1	8.7	-2.7	-27.4
22	Cc1cccc(NC(=O)C(C)Sc2nc3nc(C)cc(C)n3n2)c1 (stereo unspecified)	0.1	-2.6	-5.6	1.0	-8.9	-0.4	4.2	2.8	0.0	2.3
23	CC(C)(C)NC(=O)C(c1ccncc1)N(C(=O)Cn1nnc(-c2ccc(F)cc2)n1)c1ccc(F)cc1 (stereo unspecified)	3.8	-0.8	11.3	-10.5	8.9	-1.3	-1.0	2.6	-1.4	1.6
24	COc1ccc(CNC(=O)COC(=O)c2cccn2C)cc1	0.6	-1.8	3.4	-3.5	1.6	-0.8	-3.3	6.9	-1.2	3.0
25	O=C(Cn1sc2ccccc2c1=O)Nc1ccc(Cl)cc1	-4.5	1.4	5.5	14.4	-5.6	0.3	2.8	-0.5	-1.8	-1.4
26	Cc1cc(OCC(=O)OCC(=O)N(C)c2c(N)n(Cc3ccccc3)c(=O)[nH]c2=O)ccc1Cl	-8.7	2.6	-3.6	-10.3	-12.6	0.0	-2.1	-13.1	-2.9	2.7
27	COc1ccc(NC(=O)CN2CC(C)OC(C)C2)cc1Cl (stereo unspecified)	-0.7	0.8	6.5	7.9	-4.0	0.5	3.6	0.1	-1.7	3.8
28	Cc1cc2c(s1)c1cnn(-c3ccccc3)c(=O)c1n2C	3.7	6.4	-5.7	-5.6	7.7	0.2	5.7	2.2	-2.4	-1.2
29	COc1ccc(OC)c(NC(=O)CCN2CCN(C/C=C/c3ccccc3)CC2)c1	-7.1	6.7	6.9	1.8	-6.2	-0.3	-5.7	-7.2	0.3	1.2
30	CC12CN3CC(C)(CN(C1)C3c1ccc(Cl)cc1Cl)C2=O (stereo unspecified)	2.4	8.1	-1.1	-8.3	6.5	-0.1	8.6	6.2	2.9	1.6
31	O=c1oc2ccccc2c(NCc2ccc(Cl)cc2)c1[N+](=O)[O-]	-4.8	11.7	2.6	5.0	4.8	-0.1	-3.4	-13.5	-4.5	3.2
32	Cc1ccc(C(=O)NC2CCCCN(C(C)C)C2=O)cc1 (stereo unspecified)	1.7	-4.8	-9.3	.	.	-0.8	10.9	-3.6	-1.3	-2.2
33	COc1ccc(NC2CC(=O)N(c3ccccc3)C2=O)cc1 (stereo unspecified)	-1.2	-7.5	1.5	-8.4	4.2	-0.8	1.1	-6.2	5.3	-5.4
34	COc1ccc2sc(N(CCCN(C)C)C(=O)c3nc4ccccc4s3)nc2c1	-8.5	-1.0	0.5	-4.2	6.2	0.1	4.6	-5.1	13.8	-1.7
35	COC(=O)[C@@H](NC(=O)Nc1ccc(C(C)=O)cc1)C(C)C	-1.2	1.2	0.4	4.2	-4.0	1.2	9.8	4.1	-1.3	-0.3
36	O=C1N=C(N2CCOCC2)S/C1=C/c1ccc(-c2ccccc2Cl)o1	-21.2	-3.1	8.7	1.3	-3.5	0.0	0.3	1.9	-1.2	-15.5
37	COc1ccc(CCNC(=O)CN(c2cc(OC)ccc2OC)S(=O)(=O)c2ccccc2)cc1	-5.9	-2.6	-8.2	1.6	-0.9	0.4	6.9	-6.4	-2.6	-0.1
38	N#Cc1cccc(NC(=O)Nc2cccs2)c1	-9.0	-3.5	-2.9	4.6	-2.0	-0.5	2.9	0.9	0.0	-12.7
39	C=CCOC(=O)/C(=C\c1ccc(OC)cc1)NC(=O)c1ccco1	2.1	-1.9	8.2	3.7	9.2	0.0	0.2	-2.3	-2.0	1.8
40	COC(=O)[C@]12C[C@H](CC(=O)NCc3ccc(OC)c(OC)c3)C(=O)N(Cc3ccc(Cl)cc3Cl)C1=C[C@H](C(C)C)O[C@@H]2C1CC1	1.4	-2.4	-1.5	.	.	0.3	-5.3	-18.0	-0.7	2.0
41	NC(=O)NC(=O)C(Nc1ccc(N2CCCCC2)cc1)c1ccccc1 (stereo unspecified)	-82.9	-7.7	-1.7	1.2	-6.8	-0.7	-0.3	0.8	-4.9	-50.8
42	O=C(NCC1CCCO1)c1cccc(F)c1 (stereo unspecified)	-1.4	-7.5	2.6	-9.2	-2.9	0.1	1.2	4.3	-1.6	0.4
43	COc1ccc(C(=O)Oc2cc(/C=N/NS(=O)(=O)c3ccccc3)ccc2OC)cc1	0.3	-0.8	1.2	3.8	-3.8	0.1	1.0	-43.1	-1.7	-5.5
44	CCOc1ccc(S(=O)(=O)Nc2cccc(C(=O)N(C)CC(=O)Nc3cccc(OC)c3)c2)cc1	-9.2	3.3	4.3	1.8	2.7	-0.1	-1.2	-26.5	0.9	-2.8
45	CC(=O)c1ccccc1NC(=O)CSCc1nc2sc(C)c(C)c2c(=O)[nH]1	-13.3	-0.2	-3.4	2.3	5.7	-0.6	-3.5	0.5	-1.4	-8.7
46	COc1cc(NC(=O)C/C(C)=N/NC(=O)C(=O)NC2CCCCC2)c(OC)cc1Cl	3.1	4.9	8.0	-8.4	-13.2	0.3	-3.6	-12.5	-6.5	-0.2

Two compounds picked at random from the list so far, as already listed:
cpd	smiles	PLCb3 inh	Tn6 DDE FP	Tn7 DDE FP	ARFGAP1 inh	ASAP1 GAP inh	KLK7 zymogen act	NR1D1 modulator	sPLA2-III inh	UHRF1 MBD2 ctr	PLC-gamma1 inh
23	CC(C)(C)NC(=O)C(c1ccncc1)N(C(=O)Cn1nnc(-c2ccc(F)cc2)n1)c1ccc(F)cc1 (stereo unspecified)	3.8	-0.8	11.3	-10.5	8.9	-1.3	-1.0	2.6	-1.4	1.6
37	COc1ccc(CCNC(=O)CN(c2cc(OC)ccc2OC)S(=O)(=O)c2ccccc2)cc1	-5.9	-2.6	-8.2	1.6	-0.9	0.4	6.9	-6.4	-2.6	-0.1

Compound activity as filed in PubChem BioAssay.
